EPAC1 antag = blocks human EPAC1 exchange factor | AID 720709 | O95398 | 360,000 tested, 0.14% active | EPAC1 GEF assay, Rap1b-BODIPY-GDP exchange fluorescence | Potency, µM (series often up to 115 µM), for inactives: at the top dose activity change, negative = inhibition, most hits filed as inhibitors;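 further: potency means the concentration at half of the fitted maximal effect; plate controls were vehicle for no effect and positive control for full effect; nearly all actives have a fitted effect of over 50% in size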
WRN helicase inh = WRN helicase (human) inhibition; Potency, µM (highest dose often 114 µM), without a hit: at the highest dose activity change, negative = inhibition, actives largely listed as inhibitors; 360,000 tested, 0.46% active; Q14191; AID 651768; WRN helicase unwinding, fluorescent forked duplex, kinetic; further: potency means the concentration at half of the fitted maximal effect; on the % scale 0 is the no-effect control and ±100 the full control effect; nearly all actives have a fitted effect of over 55% in size
Target sequence (Q14191 whole entry, looked up): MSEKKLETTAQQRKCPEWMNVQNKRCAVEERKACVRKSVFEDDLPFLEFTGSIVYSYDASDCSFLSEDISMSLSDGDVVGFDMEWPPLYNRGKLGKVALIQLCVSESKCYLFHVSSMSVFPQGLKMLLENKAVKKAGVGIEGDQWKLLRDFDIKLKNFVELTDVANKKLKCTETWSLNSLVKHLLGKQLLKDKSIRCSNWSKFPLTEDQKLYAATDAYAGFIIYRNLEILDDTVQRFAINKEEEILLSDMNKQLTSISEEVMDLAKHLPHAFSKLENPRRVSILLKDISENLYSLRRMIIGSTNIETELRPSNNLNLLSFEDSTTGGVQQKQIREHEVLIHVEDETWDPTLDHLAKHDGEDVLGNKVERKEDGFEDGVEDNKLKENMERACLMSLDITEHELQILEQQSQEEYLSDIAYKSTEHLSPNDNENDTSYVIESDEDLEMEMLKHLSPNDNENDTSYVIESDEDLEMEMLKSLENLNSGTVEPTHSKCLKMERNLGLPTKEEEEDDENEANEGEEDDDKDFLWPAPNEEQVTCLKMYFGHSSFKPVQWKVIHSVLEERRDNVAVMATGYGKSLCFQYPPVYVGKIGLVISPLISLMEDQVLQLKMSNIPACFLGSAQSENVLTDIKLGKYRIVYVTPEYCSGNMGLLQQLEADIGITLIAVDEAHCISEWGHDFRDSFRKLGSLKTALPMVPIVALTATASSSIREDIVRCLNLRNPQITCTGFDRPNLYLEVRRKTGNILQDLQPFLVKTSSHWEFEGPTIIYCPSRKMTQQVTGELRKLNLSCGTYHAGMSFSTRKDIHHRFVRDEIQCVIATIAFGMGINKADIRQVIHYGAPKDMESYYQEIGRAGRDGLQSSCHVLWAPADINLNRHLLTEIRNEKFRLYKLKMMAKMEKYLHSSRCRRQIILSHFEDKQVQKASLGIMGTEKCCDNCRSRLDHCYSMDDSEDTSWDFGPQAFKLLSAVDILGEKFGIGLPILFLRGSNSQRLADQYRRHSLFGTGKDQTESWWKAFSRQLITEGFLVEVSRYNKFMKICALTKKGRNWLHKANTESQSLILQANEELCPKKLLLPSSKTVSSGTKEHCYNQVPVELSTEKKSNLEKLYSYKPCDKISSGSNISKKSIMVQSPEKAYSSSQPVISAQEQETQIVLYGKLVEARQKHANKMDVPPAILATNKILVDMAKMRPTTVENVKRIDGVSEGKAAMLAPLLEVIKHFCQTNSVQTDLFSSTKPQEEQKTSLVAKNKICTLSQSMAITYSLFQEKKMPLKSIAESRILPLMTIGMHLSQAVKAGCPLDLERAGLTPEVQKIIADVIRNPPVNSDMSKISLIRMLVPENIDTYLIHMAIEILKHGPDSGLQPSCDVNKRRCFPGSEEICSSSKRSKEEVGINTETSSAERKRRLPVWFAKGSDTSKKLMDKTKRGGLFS
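Kinetic red-fluorescence monitoring (525/598 nm) tracks WRN helicase activity after 100 nM fluorophore-quencher forked duplex and 2 mM ATP are added to 20 nM enzyme pretreated 15 min at room temperature with compound.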
FUS yeast rescue = rescues growth of FUS-expressing yeast. Potency, µM (titrated, usually from 76.6 µM), for inactives: at the highest dose growth rescue (activation), usual class: activators. S. cerevisiae FUS-expressing, growth rescue, OD600, 24 h. 390,000 tested, 0.24% active;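 further: potency means the concentration at half of the fitted maximal effect; plate controls were DMSO vehicle for no effect and reference control for full effect; nearly all actives have a fitted effect of over 55% in size; some results filed as inactive show a strong effect at the top dose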
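Galactose (2%) drives FUS expression in yeast precultured in raffinose; seeding density OD 0.005. Test compounds incubated 24hr at 30C and 99% humidity before absorbance at 600 nm was measured.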
Abeta rescue = restores growth of yeast expressing A-beta42 peptide. yeast expressing A-beta42, growth rescue, OD600, 48 h; response scale: 0% DMSO, 100% iron-clioquinol control. Potency, µM (doses to about 46.1 µM), for the others: at the top dose growth rescue, most hits filed as activators. 410,000 tested, 0.063% active. AID 1347071; further: potency means the concentration at half of the fitted maximal effect; nearly all actives have a fitted effect of over 55% in size
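Yeast A-beta toxicity model in growth medium with pinned compounds, 48 h at 30 C; growth read as absorbance at 600 nm. Normalized to FeCl3/clioquinol equimolar mix (positive) and DMSO (negative).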
PI5P4K alpha inh = blocks human PI5P4K alpha kinase activity. P48426. max response, %. 330,000 tested, 1.2% active. PI5P4Kalpha enzyme, ADP-Glo luminescence, 60 min; hits give low values; active means max response of -50% or lower; inconclusive means between -30% and -50%; inactive means -30% or higher; further: value at the top dose of about 77 µM; on the % scale 0 is the no-effect control and ±100 the full control effect
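Human PI5P4Kalpha with substrate in 0.038 M HEPES pH 7.4, 0.28 mM EGTA, 0.1% CHAPS, 5% DMSO; reaction started with 5 microM ATP (final), 60 min at room temperature. ADP formed read by ADP-Glo luminescence.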
PLK1 PBD block = blocks phosphopeptide binding to human PLK1 polo-box domain; P53350; Plk1 PBD binding of FITC phosphopeptide, fluorescence polarization; Potency, µM, for inactives: max response, negative = inhibition, hits mostly inhibitors; 360,000 tested, 2.8% active; AID 720504; further: potency means the concentration at half of the fitted maximal effect; series mostly up to about 57 µM; on the % scale 0 is the no-effect control and ±100 the full control effect; nearly all actives have a fitted effect of over 65% in size
EPAC1 ag = EPAC1 (human) agonism; O95398; EPAC1 agonist qHTS, biochemical assay; response scale: 100% = response to 6.5 mM cAMP; Potency, µM (series often up to 154 µM), without a hit: top-dose activation, actives largely listed as activators; 360,000 tested, 0.073% active; AID 720707; further: potency means the concentration at half of the fitted maximal effect; nearly all actives have a fitted effect of over 60% in size
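Nucleotide exchange by EPAC1 (100 nM) on Rap1B–BODIPY-GDP (250 nM) in the presence of 50 uM GDP is tracked fluorescently at 480/540 nm over 30 min. Signals are normalized to a 6.5 mM cAMP control.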
IL2 activator = activators of IL-2 | IL-2 activation reporter assay, cell-based qHTS; stimulated with anti-CD3/CD4/CD28 beads; in transgenic mouse T cells | activation, % (series mostly up to about 46 µM) | 360,000 tested, 0.065% active | AID 652025; in the data active means activation above about 50%; inconclusive means mostly about 30% to 49%; further: 0% is about no effect
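Unstimulated transgenic mouse T cells; 60-min compound exposure; bead-based TCR/CD4/CD28 stimulation; 18 h culture, 37 degrees C; dual fluorescence (EGFP, DsRed) plate cytometry.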
* hit, by the source's call; ? = inconclusive; . = no result given; [ ] = dose if it differs, or a comment. Unless noted, the call rests on the fitted dose curve; in most records, active means well fitted curve in the direction sought with a large enough effect; inconclusive means small, poorly fitted or top-dose-only effect, or another doubt; inactive means no such curve, though single readings can be large; an effect the other way counts as inactive or inconclusive.

The opening 5 compounds, to show the layout:
SMILES	EPAC1 antag	WRN helicase inh	FUS yeast rescue	Abeta rescue	PI5P4K alpha inh	PLK1 PBD block	EPAC1 ag	IL2 activator
O=C(c1ccc2c(=O)n(Cc3ccccc3Cl)c(=S)[nH]c2c1)N1CCCC1	4.5%	3.0%	-38.0%	-4.7%	-0.3	-3.4%	7.3%	-1.4
O=C(Nc1ccccn1)NC(C(F)(F)F)C(F)(F)F	-3.6%	-3.1%	13.3%	15.8%	.	-6.1%	-1.8%	-3.1
COc1ccnc(Oc2cccc(C(F)(F)F)c2)c1C(=O)N/C=N/OCc1ccccc1F	?	-28.2%	18.2%	-5.1%	24.8	-13.0%	-6.7%	-0.7
O=S1(=O)CC(O)C(N2CCCCC2)C1 (centres undefined)	0.4%	-23.8%	-47.0%	-13.2%[9.22 µM]	6.4	-4.5%	5.6%	-2.7
CC1CC(C)CN(C(=O)CCNS(=O)(=O)c2cccs2)C1 (centres undefined)	2.6%	3.1%	.	-2.0%	0.4	-4.5%	-8.5%	-2.9

The list itself, repeating the preview:
SMILES	EPAC1 antag	WRN helicase inh	FUS yeast rescue	Abeta rescue	PI5P4K alpha inh	PLK1 PBD block	EPAC1 ag	IL2 activator
O=C(c1ccc2c(=O)n(Cc3ccccc3Cl)c(=S)[nH]c2c1)N1CCCC1	4.5%	3.0%	-38.0%	-4.7%	-0.3	-3.4%	7.3%	-1.4
O=C(Nc1ccccn1)NC(C(F)(F)F)C(F)(F)F	-3.6%	-3.1%	13.3%	15.8%	.	-6.1%	-1.8%	-3.1
COc1ccnc(Oc2cccc(C(F)(F)F)c2)c1C(=O)N/C=N/OCc1ccccc1F	?	-28.2%	18.2%	-5.1%	24.8	-13.0%	-6.7%	-0.7
O=S1(=O)CC(O)C(N2CCCCC2)C1 (centres undefined)	0.4%	-23.8%	-47.0%	-13.2%[9.22 µM]	6.4	-4.5%	5.6%	-2.7
CC1CC(C)CN(C(=O)CCNS(=O)(=O)c2cccs2)C1 (centres undefined)	2.6%	3.1%	.	-2.0%	0.4	-4.5%	-8.5%	-2.9
CCN1C(=O)[C@H]2[C@@H](c3ccc(C)cc3)N3C(=O)N(c4cccc(Br)c4)C(=O)[C@@]3(CC(C)C)[C@H]2C1=O	-10.8%	-5.2%	43.2%	8.5%	0.4	-3.9%	6.5%	0.0
Cc1nc(NC(=O)CN2CCOCC2)sc1-c1ccccc1	8.7%	2.4%	-25.9%	3.3%	-0.4	-1.6%	7.3%	0.0
Cc1nc2ccccn2c1C(=O)NNC(=S)Nc1ccc(Cl)cc1	3.7%	?	14.7%	4.0%	-11.0	-7.7%	-3.4%	1.3
CN1CCN(c2ccc(NC(=O)c3ccc(-c4ccc(Br)cc4)o3)cc2)CC1	-26.6%	-3.7%	18.1%	-13.4%	-16.5	-15.2%	9.2%	0.0
COc1ccc(CNC(=O)COC(=O)c2c(-c3c(F)cccc3Cl)noc2C)cc1OC	7.8%	-4.5%	29.6%	3.3%	.	2.2%	6.3%	-1.6
O=C(Nc1ccccc1Cl)c1cc(C2CCCN(S(=O)(=O)c3cccs3)C2)on1 (centres undefined)	-7.7%	-7.7%	33.5%	-4.3%	0.1	-1.8%	-5.9%	0.5
CCC(C)c1ccccc1NC(=O)c1cc2cccc([N+](=O)[O-])c2[nH]1 (centres undefined)	-4.7%	-11.9%	10.8%	?	-12.3	0.1%	4.4%	-1.1
COc1ccc(/C=N/NC(=O)c2cc(C)oc2C)cc1OC	11.7%	6.4%	12.4%	-18.3%	-1.6	-0.3%	3.1%	0.1
O=C(O)CCCNc1n[nH]c(=O)[nH]c1=O	-24.5%	-3.1%	-12.7%	-4.1%	2.9	-2.9%	0.0%	1.0
Cc1ccccc1NC(=O)CCc1c(C)nn(-c2ccc(N3CCOCC3)nn2)c1C	0.8%	-1.7%	-12.6%	-1.8%	-7.0	-11.3%	-21.3%	-3.8
CCCCCc1nnc(NC(=O)Cn2cnc3ccccc3c2=O)s1	-9.9%	-20.8%	.	-1.5%	-10.5	3.7%	-5.9%	0.2
COCCn1c(C)cc(C(=O)COC(=O)c2ccc(S(=O)(=O)N(C)C)cc2)c1C	6.3%	-8.2%	0.4%	-1.6%	0.3	1.0%	2.0%	1.2
COc1ccc(N(C(=O)COc2ccccc2)C2C=CS(=O)(=O)C2)c(OC)c1 (centres undefined)	-3.7%	-8.4%	24.7%	8.7%	.	-5.3%	7.7%	0.9
CCOC(=O)c1sc(NC(=O)CSc2n[nH]c(CC)n2)nc1C	7.3%	-1.3%	3.2%	-12.3%	-2.4	-6.9%	2.7%	-0.1
COc1ccc(CN2C(=O)CSC2c2ccncc2)cc1 (centres undefined)	1.8%	-5.0%	-3.0%	11.6%	2.9	-2.3%	3.4%	0.3
CCOC(=O)c1cnc2scnn2c1=O	-11.3%	5.5%	.	-1.2%	-4.5	-8.3%	3.5%	0.0
O=C1C(=C(c2ccccc2)N2CCOCC2)Cc2ccccc21	-12.8%	0.4%	17.1%	-50.5%[inhibitor]	-7.7	-18.1%	-13.3%	-4.5
Cc1cc(NC(=O)C(C)SCC(=O)Nc2ccccc2N2CCCCC2)no1 (centres undefined)	-19.8%	-7.6%	26.2%	2.9%	-4.7	-8.7%	7.8%	-0.5
Cc1cccc(NC(=O)Nc2ccc3c(c2)CCC3)c1	-1.4%	4.6%	4.0%	-4.0%	15.6	3.4%	-7.5%	-1.0
Fc1ccccc1-c1ccc(/C=N/Nc2nc3ccccc3[nH]2)o1	-22.7%	-7.2%	14.2%	-40.8%[inhibitor]	?	2.3%	9.2%	-2.3

Next structures
SMILES	EPAC1 antag	WRN helicase inh	FUS yeast rescue	Abeta rescue	PI5P4K alpha inh	PLK1 PBD block	EPAC1 ag	IL2 activator
CCOC(=O)C1=C(C)N(CC)C(=S)NC1c1ccccc1OC(F)F (centres undefined)	-31.1%	-8.7%	19.2%	-16.7%	4.8	-5.0%	7.1%	10.4
CC(C)(C)C1=CC(=O)C(=O)C(C(C)(C)C)=C1	-25.9%	-14.1%	-18.9%	-84.2%[inhibitor]	?	3.77µM*	-19.5%	0.3
CC(OC(=O)c1ccccc1O)C(=O)Nc1cccc(Cl)c1 (centres undefined)	-2.3%	-10.4%	5.6%	10.3%	0.1	-7.8%	9.3%	-3.5
CC1(C)CC(=O)C=C(c2ccc(CO)cc2)C1=O	-4.3%	0.7%	-23.8%	6.8%	-4.1	-4.8%	-9.0%	-3.3
CN1CCc2c(OCC(=O)N3CCC(Cc4ccccc4)CC3)cccc2C1=O	-22.1%	-1.0%	27.5%	-9.1%	0.4	-22.9%	-2.3%	-6.5
Cc1nc2c(N=Nc3ccccc3F)c(N)nn2c(N)c1C#N	-10.9%	-25.8%	-4.4%	-11.6%	-2.5	7.6%	-8.8%	0.6
Nc1c(Br)cc(Br)c2c1[nH]c(=O)c1ccccc12	12.1%	3.7%	-3.7%	0.2%	?	-2.2%	-13.1%	0.8
O=C(OCC1CC(c2ccccn2)=NO1)c1ccc(Br)cc1 (centres undefined)	0.1%	-1.5%[57.1 µM]	-0.8%	-34.0%[inhibitor]	.	-4.2%	3.1%	-1.4
O=C(CCCCCn1nnc2ccccc2c1=O)Nc1ccccc1Cl	-6.4%	5.5%	4.8%	-6.1%	-4.8	3.3%	-4.8%	-4.2
CC(=O)OCN(C#N)c1nc(N(C)C)nc(N(C)C)n1	10.9%	5.6%	7.1%	0.5%	1.8	-3.5%	-2.1%	-2.1
CCOC(=O)/C=c1/s/c(=C\c2c(OC)ccc3ccccc23)c(=O)n1CC(=O)NCC1CCCO1 (centres undefined)	-19.1%	-20.3%	.	-13.9%	-2.3	12.3%	-12.9%	-4.2
COc1ccc(N2C(=O)CC(n3cnc4ccccc43)C2=O)cc1 (centres undefined)	9.0%	-4.4%	26.2%	2.7%	-2.8	1.7%	1.5%	-3.0
CCCc1nc2oc3c(OCC)ncnc3c2c2c1COC(C)(C)C2	9.5%	4.0%	-1.4%	-5.0%	.	-7.2%	0.8%	-1.4
CN(CC(=O)Nc1ccccc1Cl)C(=O)COC(=O)C1=COCCO1	12.3%	-6.4%	-1.7%	-1.0%	4.7	-4.9%	-4.7%	-5.1
CCOC(=O)/C=C1\SCC(=O)N1Cc1nnc(-c2ccccc2Br)o1	0.7%	-17.9%	9.2%	8.5%	?	-16.8%	4.3%	4.3
O=C(Cn1c(C2CC2)nc2ccccc2c1=O)Nc1ccc(Br)cc1	-7.8%	-0.1%	-10.9%	1.2%	0.5	0.1%	-2.3%	-1.4
CC(C)(C)CNC(CO)C12CC3CC(CC(C3)C1)C2 (centres undefined)	-8.8%	-30.3%[57.1 µM]	-9.1%	3.2%	-6.5	-5.8%	-5.8%	-1.1
Cc1nn2c(N3CCOCC3)cc(C(C)(C)C)nc2c1-c1ccccc1	-9.9%	6.0%	12.4%	-11.2%	-0.8	-12.0%	-3.2%	0.7
CCOc1cc(/C=C(\C#N)C(=O)NCc2cccnc2)ccc1O	4.1%	2.7%	-13.9%	-15.1%	4.1	-1.3%	3.6%	-0.7
O=C(CNc1cccc([N+](=O)[O-])c1)N/N=C/c1ccc(F)cc1	-3.3%	3.7%	-19.6%	-3.3%	-3.3	7.3%	-13.7%	4.4
CCc1c(C)c2c(C)nn(-c3ccccc3)c2[nH]c1=O	0.2%	-8.1%	5.5%	-21.4%	-2.4	0.6%	0.3%	-2.2
O=C(c1ccc(N2CCCC2=O)cc1)N1CCN(c2ccc(C(F)(F)F)cc2[N+](=O)[O-])CC1	-7.4%	7.7%	?	-18.1%	0.8	-12.4%	0.2%	-4.9
Cc1ccccc1C(=O)NCCCNC(=O)c1cnccn1	?	-9.9%	-5.8%	6.2%	1.3	-7.9%	8.1%	-2.4
COc1ccc(N2CCN(C(=O)c3ccc(NS(=O)(=O)c4ccccc4)cc3)CC2)cc1	-1.3%	-15.1%	?	16.3%	-0.2	-3.3%	11.1%	1.3
CCCc1nc(SCC(=O)c2ccc(OC)cc2)c2ccccc2n1	-15.3%	-6.5%	29.4%	-5.5%	18.6	-8.7%	3.1%	-3.1
CC(=O)OCC12COC3c4ccccc4OC(C)(CC1C)C3C2C (centres undefined)	-3.1%	7.8%	19.1%	5.0%	-0.1	-6.7%	2.6%	-0.3
O=C1N(c2ccccc2)c2ccccc2C1(O)C(F)(F)F (centres undefined)	-16.5%	6.4%	12.9%	13.5%	3.4	1.2%	4.8%	0.2
COc1ccc(C(=O)NCc2nnc(SCC(=O)NC3CCCC3)o2)cc1	-3.9%	1.7%	14.8%	6.7%	-2.4	2.1%	-7.1%	1.5
O=C(NCC1CC1)C1Cc2c(-c3cccc(F)c3)ccnc2O1 (centres undefined)	-4.6%	-6.3%	-18.0%	-10.2%	-14.8	2.4%	-12.1%	-0.1
